# High-throughput results: PubChem, The Scripps Research Institute Molecular Screening Center
# MITF inh = inhibitors of human MITF. O75030. inhibition, % at 2.6 µM. AID 1259374. 650,000 tested, 0.91% active. AlphaScreen MITF homodimerization, bead proximity signal; in the data active = inhibition above about 50%;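 also: 0% = vehicle wells with protein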
# GPR151 activ = activates the human receptor GPR151; PathHunter beta-arrestin GPR151 cells, luminescence; activation, % at 11.2 µM; 650,000 tested, 1% active; in the data active = activation above about 4.9%;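 also: 0% = median of compound wells and 100% = cells with positive control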
# TEAD-YAP block = TEAD-YAP interaction inhibition | 640,000 tested, 1.4% active | inhibition, % at 9.12 µM | AID 1259422 | HEK-TIYL cells, TEAD-Gal4/YAP UAS-luciferase luminescence; in the data active = inhibition above about 32%;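 also: 0% = median of test compound wells and 100% = reference inhibitor wells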
# FBW7 activator = activators of human E3 ligase FBW7; Q969H0; AlphaScreen FBW7–phospho-cyclin E peptide binding, activator screen; AID 1259310; 650,000 tested, 0.13% active; normalized activity (activation), % at 26.1 µM; in the data active = normalized activity above about 1.9%;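 also: purified mutant Fbw7 with reduced substrate affinity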
# Target sequence (Q969H0 whole entry, looked up): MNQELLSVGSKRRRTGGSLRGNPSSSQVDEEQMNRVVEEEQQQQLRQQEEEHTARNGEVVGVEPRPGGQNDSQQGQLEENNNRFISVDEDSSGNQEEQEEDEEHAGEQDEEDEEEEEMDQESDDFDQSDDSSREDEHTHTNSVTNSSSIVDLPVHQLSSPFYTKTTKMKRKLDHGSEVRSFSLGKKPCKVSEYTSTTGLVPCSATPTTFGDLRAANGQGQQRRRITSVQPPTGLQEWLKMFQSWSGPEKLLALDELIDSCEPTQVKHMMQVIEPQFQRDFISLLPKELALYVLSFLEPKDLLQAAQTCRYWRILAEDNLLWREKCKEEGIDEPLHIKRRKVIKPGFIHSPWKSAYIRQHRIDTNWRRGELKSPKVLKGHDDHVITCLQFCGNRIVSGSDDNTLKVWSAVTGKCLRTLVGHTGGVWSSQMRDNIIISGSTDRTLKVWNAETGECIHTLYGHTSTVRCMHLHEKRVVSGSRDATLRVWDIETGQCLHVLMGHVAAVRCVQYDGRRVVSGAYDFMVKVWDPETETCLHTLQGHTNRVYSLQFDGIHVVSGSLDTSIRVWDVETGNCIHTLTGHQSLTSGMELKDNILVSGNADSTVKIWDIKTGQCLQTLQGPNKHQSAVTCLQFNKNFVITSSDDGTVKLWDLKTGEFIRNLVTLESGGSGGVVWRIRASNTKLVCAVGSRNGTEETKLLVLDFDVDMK
# * marks the source's active call; other numbers are inactive results; & = joins results of further samples.
cpd	SMILES	MITF inh	GPR151 activ	TEAD-YAP block	FBW7 activator
1	CC1=C(C)CC(C(=O)NCCCCc2ccccc2)C(C(=O)O)C1 (stereo not drawn)	9.5	0.3	7.2	0.2
2	O=C(c1cc(S(=O)(=O)N2CCCC2)c[nH]1)N1CCCCCC1	7.5	-0.5	-0.8	0.0
3	COC(CNc1ccc2nonc2c1[N+](=O)[O-])OC	-5.4	0.0	11.5	0.1
4	COc1ccc(CN2CCC3(CC2)c2ccccc2[C@@H](NC(=O)c2ccco2)[C@@H]3OC)cc1	-23.2	-1.4	2.1	-0.1
5	Cn1c(=O)n(CCCO)c(=O)c2c1nc1n2CCCN1c1ccc(Oc2ccccc2)cc1	10.4	3.2	10.3	-0.1
6	CC(C)OCCCNCc1ccc(OCC(O)CN(C)Cc2ccccc2)cc1 (stereo not drawn)	0.5	1.2	2.5	0.0
7	COc1ccc(C(=O)NCC(=O)OCC(=O)Nc2ccc(OC)cc2[N+](=O)[O-])cc1	-6.2	0.4	-10.0	0.0
8	O=C(NCCOc1ccccc1)c1cccc(N2CCC(N3CCOCC3)CC2)n1	3.3	1.8	12.7	0.0
9	OCCNc1nc(Nc2ncccn2)nc2c1ncn2C1CCCCC1	3.8	-1.1	8.1	0.0
10	CC1CN(c2ccc([N+](=O)[O-])c(NCc3ccccc3)c2)CCN1 (stereo not drawn)	0.5	0.8	-1.7	-0.6
11	Cn1c(=O)c2c(nc(Cl)n2Cc2ccccc2Br)n(C)c1=O	2.5	-0.2	-1.0	-0.2
12	Cc1cc(NC(=O)C(=O)NCc2ccc(Cl)cc2)ccc1Br	3.1	-1.3	-1.1	-0.1
13	O=[N+]([O-])C1=C(Nc2ccc(-c3ccccc3)cc2)CS(=O)(=O)C1	25.0	3.2	-9.5	0.4
14	COc1cc(/C=C2/N=C(c3cc([N+](=O)[O-])ccc3OC)OC2=O)ccc1OC(C)=O	0.6	0.1	13.2	-0.1
15	CO[C@]12C[C@@H](COC(=O)c3cncc(Br)c3)CN(C)[C@@H]1Cc1cn(C)c3cccc2c13	0.5&4.4&-1.3	0.3&-0.5&0.4	-8.0	-0.1&-0.1&-0.2
16	CCOC(=O)c1cccc(N2C(=O)C3C4C=CC(C4)C3C2=O)c1 (stereo not drawn)	9.4	0.8	-3.8	0.9
17	O=C(CSCc1ccccc1)NCCNc1ccc([N+](=O)[O-])cc1	18.1	-1.3	8.9	0.5
18	CC(C)c1ccc(OCC(=O)Nc2sc3c(c2C#N)CCCC3)cc1	-1.0	0.6	-5.5	0.1
19	CCOc1ccc(NC(=O)c2cc(S(=O)(=O)N3CCN(c4ccccc4F)CC3)ccc2F)cc1	3.8	-0.4	-3.9	-0.2
20	COc1ccc(NC(=O)CCN2CCN(C)CC2)cc1	-1.8	-0.5	-1.9	0.1
21	CCOC(=O)C1=C(C)N=c2s/c(=C\c3ccc(OC)c(O)c3)c(=O)n2C1c1ccccc1OC(C)C (stereo not drawn)	2.0	4.2	-25.8	0.1
22	Cc1ccc(O)c(-c2cc(C(F)(F)C(F)F)nc(-c3ccccc3)n2)c1	10.0	-0.5	1.1	0.1
23	COCCn1nnnc1C(CC(C)C)N1CCC(C(N)=O)CC1 (stereo not drawn)	-0.6	-0.5	1.9	-0.1
24	O=C1NC(=O)N(C2CCCCC2)C(=O)/C1=C/c1ccc(C(=O)O)cc1	-7.1	-0.1	1.4	-0.4
25	CC1CCCC(NC(=O)C(=O)Nc2ccc3nc4n(c(=O)c3c2)CCCCC4)C1C (stereo not drawn)	4.4	-0.6	-9.2	0.0
26	c1ccc2c(c1)CCC(NCC1CCCO1)C2 (stereo not drawn)	2.6	0.4	-4.0	-0.3
27	Cc1c(C(=O)N2CCN(c3ccccn3)CC2)sc2ncnc(N3CCCCC3C)c12 (stereo not drawn)	-0.3	0.0	-9.0	-0.1
28	NC(=O)c1ccc(NC(=O)c2ccc(OC(F)(F)F)cc2)cc1	3.9	-0.8	-37.4	-0.2
29	CCC1CCCCN1S(=O)(=O)c1ccc(F)c(C(=O)Nc2ccc(Cl)c(Cl)c2)c1 (stereo not drawn)	-3.0	3.1	-0.6	0.0
30	Cc1cccc(NC(=O)/C=C\C(=O)O)c1	-2.0	0.4	2.5	0.0

# The list goes on, starting with the last 7 of the part before.
cpd	SMILES	MITF inh	GPR151 activ	TEAD-YAP block	FBW7 activator
24	O=C1NC(=O)N(C2CCCCC2)C(=O)/C1=C/c1ccc(C(=O)O)cc1	-7.1	-0.1	1.4	-0.4
25	CC1CCCC(NC(=O)C(=O)Nc2ccc3nc4n(c(=O)c3c2)CCCCC4)C1C (stereo not drawn)	4.4	-0.6	-9.2	0.0
26	c1ccc2c(c1)CCC(NCC1CCCO1)C2 (stereo not drawn)	2.6	0.4	-4.0	-0.3
27	Cc1c(C(=O)N2CCN(c3ccccn3)CC2)sc2ncnc(N3CCCCC3C)c12 (stereo not drawn)	-0.3	0.0	-9.0	-0.1
28	NC(=O)c1ccc(NC(=O)c2ccc(OC(F)(F)F)cc2)cc1	3.9	-0.8	-37.4	-0.2
29	CCC1CCCCN1S(=O)(=O)c1ccc(F)c(C(=O)Nc2ccc(Cl)c(Cl)c2)c1 (stereo not drawn)	-3.0	3.1	-0.6	0.0
30	Cc1cccc(NC(=O)/C=C\C(=O)O)c1	-2.0	0.4	2.5	0.0
31	C=CCC1(CC=C)CCCN1C(=O)CC1C(=O)NCCN1Cc1cc(OC)cc(OC)c1 (stereo not drawn)	-1.1	1.9	0.1	0.2
32	O=C(NCCCn1ccnc1)c1cnn2c(C(F)(F)F)cc(-c3ccco3)nc12	22.1	3.1	7.8	0.6
33	COc1ccc(CNC(=O)c2ccc(CS(=O)Cc3ccc(C)cc3)o2)cc1 (stereo not drawn)	-10.2	-1.1	11.1	-0.2
34	CCOc1ccc(C(=O)CSc2nc3ccccc3s2)cc1	18.8	-1.6	7.8	0.0
35	CCOC(=O)c1sc(NC(=O)COc2ccccc2Br)c(C(=O)OCC)c1C	-0.4	-0.8	-10.6	0.0
36	CCCOc1ccccc1Nc1nnc(C)c(=O)[nH]1	0.3	3.1	-4.2	0.0
37	CCN(CCO)c1ccc(Nc2ncc(-c3cccc(C(=O)O)c3)n3ccnc23)cc1	-6.7	-0.8	9.6	-1.0
38	CN1CCN(c2ncnc3scc(-c4ccccc4Cl)c23)CC1	15.3	-0.8	30.2	0.5
39	CCCCCNC(=O)CN(c1ccc2c(c1)OCO2)S(C)(=O)=O	6.3	-0.8	2.4	0.0
40	Cc1cc(F)c(F)cc1C(=O)N1CCN(C)CC1	3.7	0.2	2.5	0.7
41	COc1cc(/C=C2\SC(N3CCCC3)=NC2=O)ccc1O	-5.6	-0.7	2.3	0.1
42	Nc1ccccc1-c1nnc(N2CCOCC2)s1	-4.0	-7.1	-34.8	-0.2
43	CCCCOc1ccc(C(=O)Nc2nnc(CC)s2)cc1	6.7	-0.7	-3.1	-0.1
44	COC(=O)c1c(OCCc2cccs2)cc(=O)n2c1CCN(C1CCSCC1)CC2	-10.7	-0.7	-1.0	-0.1
45	COc1ccc(C2C(C#N)=C(N)N(c3sc4c(c3C#N)CCCCC4)C3=C2C(=O)CC(C)(C)C3)cc1 (stereo not drawn)	9.8	-0.1	-2.4	0.3
46	CCOc1cccc(C(=O)Nc2nnc(CSCc3ccccc3)s2)c1	8.8	-0.9	2.0	0.1
47	O=C(COC(=O)c1cccc([N+](=O)[O-])c1)NCC1CCCO1 (stereo not drawn)	19.4	0.2	-4.2	0.8
48	COc1ccc(-c2cc(N)nc(N)n2)cn1	9.2	-1.4	-1.5	0.8
49	CS(=O)(=O)c1ccc(NS(=O)(=O)c2ccc(Cl)c(C(=O)O)c2)cc1	-2.2	-0.1	8.4	0.0
50	COc1ccc2c(c1)c(=O)oc1cc(OCc3ccc(C(=O)O)o3)ccc12	26.3	1.3	1.0	0.0
51	C[n+]1ccc(/C=C/c2cccc([N+](=O)[O-])c2)cc1	9.2	-1.5	0.7	0.3
52	Cc1onc(-c2ccccc2Cl)c1C(=O)Nc1c(C(C)C)cccc1C(C)C	-17.5	0.4	3.9	0.1
53	O=C(CN1CCC(c2nc(-c3ccncc3)n[nH]2)CC1)Nc1ccccc1N1CCOCC1	-7.3	0.6	2.0	0.0
54	COC(=O)c1ccc(-c2nc3cc(NC(C)=O)c(N)cc3o2)cc1	5.1	-0.6	-1.0	0.1
55	CC(C)c1ccc(N(C(=O)C(C)(C)C)C2C=CS(=O)(=O)C2)cc1 (stereo not drawn)	4.7	4.1	0.5	0.5
56	CCOc1ccc2nc(N3CCC(NC4Cc5ccccc5C4)CC3)nc(C)c2c1	5.6	-1.1	6.9	0.7
57	COc1ccc(C(=O)NC(C)C(c2cccs2)N2CCN(C)CC2)cc1 (stereo not drawn)	-4.1	-0.1	0.3	0.1
58	C=CCOC(=O)CCC(=O)Nc1ccc(C)cc1	-0.8	1.3	-1.0	0.0
59	Cc1cc(C(=O)COc2ncnc3sccc23)c(C)n1Cc1cccs1	-19.2	-0.9	32.8*	-0.2
60	CCCn1c(C)cc(-c2csc(NC(=O)CCNC(=O)c3ccccc3Cl)n2)c1C	9.2	-1.2	7.1	0.2
61	CSc1ncc(C(=O)Nc2ccccc2Cl)c(C)n1	13.4	-0.2	1.9	0.5
62	COc1ccc(S(=O)(=O)N2CCC(c3ccccc3)C2)c(C)c1 (stereo not drawn)	1.1	3.2	5.0	0.3
63	CC1CC(=O)N(c2ccc(NC3CCCC(C)C3C)c([N+](=O)[O-])c2)C1=O (stereo not drawn)	5.8	0.9	-10.8	-0.2
64	Cc1cc(C)c(NC(=O)CSC2=C(C#N)C(c3ccc(C)o3)C3=C(CCCC3=O)N2)c(C)c1 (stereo not drawn)	18.2	-0.3	-3.2	0.0
65	O=C(N/N=C\c1ccccn1)c1cc(-c2ccc(Br)cc2)n[nH]1	18.0	-0.1	8.8	-0.5
66	CCOC(=O)C1=C(O)/C(=C/c2ccc(O)c(OC)c2)SC1=Nc1ccccc1	-2.8	0.5	-10.9	0.0
67	CCOC(=O)CN1C(=O)C=C(c2ccc(OC)cc2)Sc2ccccc21	-6.2	0.2	-6.5	-0.3
68	COc1cccc(-n2c(/C=C3\C(=O)N(C(C)C)c4ccccc43)nc3ccccc3c2=O)c1	7.5	0.3	-7.9	-0.1
69	Cc1cnc(-c2ccc(C(N)=O)cc2)nc1NC1CCN(Cc2ccccc2)CC1	1.1	1.6	10.1	0.0
70	COc1ccc(/C=N/NC(=O)NC23CC4CC(CC(C4)C2)C3)cc1	14.8	-0.6	10.6	0.1
71	COc1ccc(-c2ccc(=O)n(CC(=O)Nc3ccc(C)c(C)c3)n2)cc1	4.1	-0.2	0.4	0.1
72	CS(=O)(=O)N1CCC(Oc2cccc(C(=O)N3CCc4ccccc4C3)c2)CC1	-2.7	1.4	0.7	0.1
73	Cc1noc(C)c1S(=O)(=O)N1CCN(c2cccc(Cl)c2)CC1	7.9	-0.7	6.6	-0.1
74	CCOC(=O)c1sc2ncn(CC(=O)OC)c(=O)c2c1C	17.2	1.4	3.9	0.2
75	Cc1ccc(C(=O)Nc2cccc([N+](=O)[O-])c2)cc1S(=O)(=O)NC1CCCCC1	-1.1	-0.9	-7.7	0.0
76	O=C(CSCc1nc2c(nnn2Cc2ccc(F)cc2)c(=O)[nH]1)Nc1ccccc1F	10.3	-0.6	8.5	0.0
77	COc1ccc2sc(N(Cc3cccnc3)C(=O)c3cccc(C)c3)nc2c1	-9.0	2.2	40.0*	0.0
78	COC(=O)c1ccc(C2C3=C(CC(c4ccc(F)cc4)CC3=O)Nc3ccccc3N2C(=O)CCC(=O)O)cc1 (stereo not drawn)	-8.8	0.0	6.0	0.1
79	O=C(N/N=C/c1ccc(N2CCOCC2)s1)N/N=C/c1ccc(N2CCOCC2)s1	7.7	0.9	13.1	-0.1
80	COc1ccc2c(c1)O/C(=C\c1ccc(OC(=O)N3CCOCC3)c(OC)c1)C2=O	6.8	0.5	-3.8	0.0
81	CC(C)C(=O)NC(Nc1ccc(S(N)(=O)=O)cc1)C(Cl)(Cl)Cl (stereo not drawn)	-1.4	-0.5	2.2	0.3
82	Cc1ccc(NC(=O)CNC(=O)Cn2cnc3ccccc3c2=O)cc1F	11.4	-1.1	-1.5	-0.1
83	O=c1c2sccc2nc(SCc2ccc(F)cc2Cl)n1Cc1ccc2c(c1)OCO2	9.7	1.3	2.0	0.0
84	Cc1nc2ccc(C(=O)N3c4ccccc4CC3C)cc2s1 (stereo not drawn)	16.8	-1.3	42.1*	0.5
85	CCCCOc1ccc(C(=O)Nc2nnc(-c3cccc([N+](=O)[O-])c3)s2)cc1	-18.8	-0.2	7.2	0.0
86	Cc1ccc2c(c1)cc(CNCc1ccco1)c(=O)n2C	-2.5	-1.1	1.1	0.0
87	O=C(NNC(=O)c1cccnc1)c1ccc(NC(=O)c2ccco2)cc1	-26.0	-0.4	-7.6	0.0
88	COC(=O)/C(=C/c1ccc([N+](=O)[O-])cc1)NC(=O)c1ccc(C(C)(C)C)cc1	13.1	-0.5	-8.3	-0.5
89	O=C(NCCC(c1ccccc1)c1ccccc1)C1CC1	-16.0	-1.3	3.7	-0.1
90	CCN(CC)c1ccc(/C=N/NC(=O)Cn2ccnc2C)cc1	-7.3	1.6	12.2	0.0
91	O=C(NCn1cnccc1=O)c1ccccc1	-4.7	-0.1	4.6	-0.1
92	COc1ccc(-c2nc(-c3ccccc3)c(-c3ccc(O)cc3)[nH]2)c(OC)c1	6.9	2.1	0.6	0.0
93	Nc1ccc(S(=O)(=O)Nc2nccc(/C=C/c3cccc(F)c3)n2)cc1	4.7	-1.0	-0.7	-0.2
